Source: PubChem
CHRM1 antagonist: antagonists of human M1 muscarinic receptor; P11229; AID 588852; hit rate 1.3% among 360,000; inhibition, % at 3 µM; CHO-K1 hM1, Fluo-8 calcium fluorescence, ACh EC80 antagonist;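 active means percent inhibition above its own plate's cutoff, namely the mean of that plate's compound wells plus 3 SD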;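 further: peak over basal fluorescence ratio during 140 s after agonist addition; 0% = ACh EC80 plus DMSO and 100% = DMSO alone without agonist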
Target sequence (P11229 whole entry, looked up): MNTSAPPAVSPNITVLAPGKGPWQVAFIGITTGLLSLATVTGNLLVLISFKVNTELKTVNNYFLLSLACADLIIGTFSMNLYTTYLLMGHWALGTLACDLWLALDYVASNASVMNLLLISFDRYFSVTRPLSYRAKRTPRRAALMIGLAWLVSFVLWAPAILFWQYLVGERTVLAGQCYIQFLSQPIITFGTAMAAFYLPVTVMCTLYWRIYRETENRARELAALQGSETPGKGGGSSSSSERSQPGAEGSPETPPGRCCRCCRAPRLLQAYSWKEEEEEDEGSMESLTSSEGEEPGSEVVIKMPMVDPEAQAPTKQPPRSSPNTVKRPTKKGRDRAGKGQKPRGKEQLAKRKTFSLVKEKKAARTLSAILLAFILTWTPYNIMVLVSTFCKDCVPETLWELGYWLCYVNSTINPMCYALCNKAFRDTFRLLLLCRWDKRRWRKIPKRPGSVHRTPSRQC
OXTR agonist: activates the human oxytocin receptor; P30559; CHO-OTR cells, Fluo-8 calcium fluorescence; normalized: DMSO 0%, oxytocin 100%; activation, % at 3 µM; hit rate 0.32% among 320,000; AID 2435;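 active means activation above the mean of all tested compounds plus 3 SD, cutoff set per screening run, cut at about 20% in these data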;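 further: peak over basal fluorescence ratio from a 100 s FLIPR kinetic read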
CHO parental Ca: counter-screen for OX1R antagonists: effect in parental CHO cells | inhibition, % at 5.6 µM | AID 463079 | hit rate 0.63% among 330,000 | parental CHO-K1, ATP-induced calcium, Fluo-8 fluorescence;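 active means inhibition above that plate's mean sample inhibition plus 3 SD, cut at about 26% in these data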;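 further: 0% = ATP-challenged DMSO wells and 100% = DMSO wells without ATP; some compounds past the cut are filed as inactive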
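material = parental CHO cells | also added = ATP as calcium-mobilizing challenge | dosing = single point at 5.6 µM | detection = intracellular calcium via Fluo-8 no-wash fluorescent dye | read-out = % inhibition | benchmarks = low control ATP plus DMSO, high control DMSO only | repeats = one well per compound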
OXTR potentiator: potentiates the human oxytocin receptor response; P30559; CHO-OTR cells, Fluo-8 calcium fluorescence, potentiator mode; 0% = oxytocin EC15, 100% = EC100; activation, % at 3 µM; hit rate 0.061% among 320,000; AID 2445;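 active means activation above that plate's cutoff, the mean activation of tested compounds plus 3 SD, cut at about 6.6% in these data, passing the limit was not always enough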;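 further: 100% uses oxytocin at 75 nM as the full agonist control; some results filed as inactive read as strong as hits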
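Replication – single well per compound, singlicate · Assay system – CHO cell line stably expressing human OTR · Timing – 6 min pre-incubation, 100 s read · Measure – normalized max/min fluorescence ratio, % activation · Doses – 3.0 µM, one dose · Detection – Fluo-8 calcium dye fluorescence · Probe or stimulus – oxytocin near EC15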
TAAR1 antag: human TAAR1 antagonism. Q96RJ0. CHO RD-HGA16 TAAR1, Fluo-8 calcium fluorescence, antagonist. inhibition, % at 3 µM. hit rate 1.5% among 360,000;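 active means inhibition above a per-plate cutoff, the mean inhibition of test compounds on that plate plus 3 SD, cut at about 49% in these data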;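 further: 0% = DMSO plus EC80 beta-PEA response and 100% = DMSO alone without agonist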
Target sequence (Q96RJ0 whole entry, looked up): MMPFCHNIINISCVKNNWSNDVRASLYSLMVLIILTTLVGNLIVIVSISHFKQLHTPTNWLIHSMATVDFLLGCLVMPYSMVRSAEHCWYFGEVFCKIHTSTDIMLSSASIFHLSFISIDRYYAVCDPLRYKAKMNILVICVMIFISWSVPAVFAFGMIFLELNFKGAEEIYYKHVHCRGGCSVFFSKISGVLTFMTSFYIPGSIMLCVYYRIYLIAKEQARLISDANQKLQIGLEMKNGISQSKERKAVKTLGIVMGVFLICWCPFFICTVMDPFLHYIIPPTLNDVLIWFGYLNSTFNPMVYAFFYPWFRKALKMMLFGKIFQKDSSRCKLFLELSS
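Assay system: CHO-derived RD-HGA16 cells stably expressing human TAAR1 plus Gα16. Timing: 140 s kinetic read after compound, 140 s after agonist. Technique: kinetic Fluo-8 calcium fluorescence measurement. Measure: % inhibition of agonist calcium response.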
V1R ag counter: counter-screen for oxytocin receptor agonists: human V1a receptor agonists; CHO-V1R cells, Fluo-8 calcium fluorescence, agonist mode; 0% DMSO, 100% 3 nM vasopressin; activation, % at 3 µM; hit rate 0.25% among 320,000;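 active means activation above the mean activation of all tested compounds plus 3 SD, per screening run, cut at about 20% in these data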;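 further: signal is peak over basal fluorescence ratio across a 100 second FLIPR read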
M1 ag: activates human CHRM1 receptor | CHO-K1 hM1, Fluo-8 calcium fluorescence, agonist mode; 0% DMSO, 100% acetylcholine EC100 | activation, % at 3 µM | hit rate 0.33% among 360,000 | AID 588814;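 active means activation above the run's mean compound activation plus 3 SD, cut at about 16% in these data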;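 further: peak over basal fluorescence ratio within a 140 s kinetic read after compound addition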
CHRM1 PAM: positive allosteric modulators of human M1 muscarinic receptor; CHO-K1 hM1, Fluo-8 calcium fluorescence, ACh EC20; 0% = ACh EC20, 100% = maximal ACh; P11229; hit rate 0.088% among 360,000; activation, % at 3 µM; AID 588819; in the data active means activation above about 19%, passing the limit was not always enough
TAAR1 ag: human TAAR1 agonism; CHO RD-HGA16 TAAR1, Fluo-8 calcium fluorescence; vehicle wells 0%, saturating PEA agonist 100%; activation, % at 3 µM; hit rate 0.99% among 360,000;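 active means activation above the mean activation of all test compounds in the run plus 3 SD, cut at about 38% in these data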
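Test system: RD-HGA16 (CHO) cells co-expressing Gα16 and hTAAR1 | Doses: Single dose, 3 µM | Schedule: 17-24 h seeding, 75 min 37 °C dye, 30 min RT | Evaluation: % activation from peak over basal fluorescence ratio, DMSO-to-PEA scaled | Technique: Kinetic Fluo-8 calcium fluorescence | Benchmarks: Low control DMSO, high control PEA (EC100)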
* marks the source's active call; other numbers are inactive results; . = no result given.

SMILES	CHRM1 antagonist	OXTR agonist	CHO parental Ca	OXTR potentiator	TAAR1 antag	V1R ag counter	M1 ag	CHRM1 PAM	TAAR1 ag
O=C(Nc1ccccn1)c1cc(-n2cnnc2)ccc1Cl	-25	-0.2	0	-9	11	-0.1	-1	4	0
CC1CC(=O)c2cnc(Nc3ccccc3)nc2C1 (stereo not drawn)	-4	-1.0	-10	-1	-5	-1.2	-8	8	2
CC(C)Nc1nc(NC(C)C)nc(Nn2cnnc2)n1	8	0.2	-8	-17	4	0.4	-5	-13	4
COc1ccc(-c2csc3nc(C)nc(N4CCCCC4)c23)cc1OC	-4	-2.5	-14	7	5	-0.5	-5	0	1
COc1ccc(CN2C(=O)C(CC(=O)NCCc3ccccn3)CC(C(=O)N(C)C)=C2C)cc1 (stereo not drawn)	-11	.	.	.	-6	.	-1	5	46*
CCCC(=O)Nc1c2c(nn1-c1ccc([N+](=O)[O-])cc1)CS(=O)(=O)C2	14	1.7	-5	6	-3	0.2	0	-6	2
Cc1cccc(N2CCN(C(=O)c3cc(COc4ccc(F)c(F)c4)on3)CC2)n1	-9	1.6	-10	-19	17	1.6	-1	-2	1
COCCCNC(=O)C(=O)N/N=C/c1cc2c(cc1Br)OCO2	-5	-1.7	-4	-3	-16	-1.3	-5	6	-3
COc1cc(CC(NC(C)=O)C(=O)NC2CCN(C(=O)Nc3ccccc3Cl)CC2)cc(OC)c1 (stereo not drawn)	-9	1.4	-5	2	-3	-0.2	-3	13	2
Cn1c(=O)[nH]c(=O)c2[nH]c(NCCCN3CCOCC3)nc21	-15	-0.5	-12	-10	10	1.0	-3	0	1
CCCC[n+]1ccn(C2=C([O-])c3ccccc3C(=O)/C2=N\S(=O)(=O)c2ccc(Br)cc2)c1	7	0.0	-15	2	-15	0.2	-11	-12	2
CNc1cnn(-c2ccc(C)cc2)c(=O)c1Sc1ccc(C)cc1	2	-2.6	-14	0	-4	-0.3	-4	1	12
CC(=O)N1c2ccc(S(=O)(=O)N3CCCCC3)cc2CC1C(=O)Nc1cccc(C)c1 (stereo not drawn)	-3	3.2	-12	-9	-8	4.8	-2	1	9
Cc1ccccc1Cn1nc(C)c(NC(=O)C(F)(F)F)c1C	-13	-1.1	6	-8	8	0.6	-7	11	-1
CC(C)(C)NC(=O)CN(CCN1CCOCC1)C(=O)CNS(=O)(=O)c1ccc(Cl)cc1	2	-1.1	-11	-3	6	-0.6	-4	0	-3
O=C(NC1CC1)c1ccc2c(c1)ncn2C1CCCC1	-2	0.8	-10	0	8	0.9	-6	5	1
CCOC(=O)C1=NNC2(c3ccc(C)cc3)C(=O)N(c3ccc(Cl)cc3)C(=O)C12 (stereo not drawn)	-8	-0.3	-21	1	-21	0.5	-10	10	2
CCC(=O)Nc1cccc(NC(=O)CSc2nnnn2Cc2ccccc2)c1	-13	-1.1	-33	-12	-4	1.0	3	5	5
COc1ccc(CNC(=O)CCN2C(=S)NC(C)(C)CC2C)cc1 (stereo not drawn)	23	0.6	-4	4	-26	0.6	-7	-6	0
CC(CCc1ccccc1)N1CCN(Cc2ccccc2)CC1 (stereo not drawn)	20	-0.7	1	-2	-10	0.3	-8	-16	1
O=C(c1ccc(COc2ccc(F)cc2)o1)n1cccn1	1	0.2	-8	-5	3	0.0	-3	1	-4
O=C(NCCO)c1cccc(S(=O)(=O)N2CCCCC2)c1	1	1.1	2	-5	-31	-0.4	1	5	1
NC(=O)C1CCN(CC(=O)Nc2ccccc2Sc2ccccc2)CC1	-3	-0.1	-12	-1	5	2.1	-7	4	1
COc1ccc(NC(=O)N(C)C[C@H]2OCCCC[C@@H](C)Oc3ccc(N(C)C)cc3C(=O)N([C@H](C)CO)C[C@@H]2C)cc1	-3	.	.	.	-11	.	-4	2	1
CCN(CC(=O)Nc1ccc(NC(C)=O)cc1)C(=O)c1ccc(N2C(=O)c3ccccc3C2=O)cc1	12	.	.	.	-16	.	-4	-2	3
COc1ccc(OC)c(NC(=O)/C=C/c2ccccc2[N+](=O)[O-])c1	-4	-0.4	-16	-1	7	-0.7	-6	2	3
CCCn1nc(NC(=O)c2cccs2)c2cc3cc(C)ccc3nc21	-2	-2.3	-37	-3	1	-0.8	-5	2	-3
COc1ccc(OC)c(S(=O)(=O)Nc2ccc(O)c3ccccc23)c1	-12	2.1	-11	-18	-17	2.1	1	11	10
CC1CCN(C(=O)c2nc[nH]c2C(=O)N2CCc3ccccc3C2)CC1	18	1.0	-8	-2	4	0.4	-3	-9	6
COc1coc(C(O)C[N+](=O)[O-])cc1=O (stereo not drawn)	-8	-0.8	-4	0	-1	0.3	-6	5	11

Carrying on:
| SMILES | CHRM1 antagonist | OXTR agonist | CHO parental Ca | OXTR potentiator | TAAR1 antag | V1R ag counter | M1 ag | CHRM1 PAM | TAAR1 ag |
| --- | --- | --- | --- | --- | --- | --- | --- | --- | --- |
| O=C(/C=C/c1ccc(F)cc1)NC(=S)N1CCN(c2ccccn2)CC1 | -33 | -3.0 | -33 | -6 | 0 | -1.3 | -5 | 20 | -1 |
| C=CCOc1cccc(C2C(C(=O)c3ccco3)=C(O)C(=O)N2Cc2ccco2)c1 (stereo not drawn) | -13 | -0.6 | -7 | 2 | -10 | 0.9 | -4 | 14 | 5 |
| O=C(CSc1nnnn1-c1cccc(C(=O)O)c1)NC(c1ccccc1)c1ccccc1 | -5 | -1.4 | 5 | -21 | 2 | 0.6 | -5 | 8 | 11 |
| CCNc1cc(N2CCOCC2)nc(SC)n1 | -4 | 0.1 | 9 | -5 | 1 | -0.3 | -4 | 13 | 0 |
| O=S(=O)(c1ccc(F)cc1)c1nc(-c2ccc(F)cc2)oc1NCCN1CCOCC1 | -6 | . | . | . | 16 | . | -4 | 6 | 5 |
| CCOc1ccc(S(=O)(=O)N2CCCC(C(=O)NCc3ccccn3)C2)cc1Cl (stereo not drawn) | -9 | -0.2 | -20 | -3 | -2 | 4.9 | -6 | 5 | 3 |
| Cn1c(N)c(C(=O)CSc2nnc(C3CC3)n2Cc2ccccc2)c(=O)[nH]c1=O | 1 | 0.1 | -11 | -3 | 0 | 0.8 | -4 | -1 | 0 |
| Cc1ccc(OCC(=O)Nc2ccc3c(c2)nc2n3CCOC2)cc1 | -2 | 0.7 | -4 | -4 | 1 | -0.1 | -4 | -1 | 8 |
| Clc1ccc2c(NCc3ccccn3)ccnc2c1 | -18 | 2.5 | -12 | -20 | -6 | 5.1 | -7 | 12 | 1 |
| Cc1nnc(SCC(=O)NNC(=O)c2ccccc2)n1N | 7 | 0.0 | -8 | -4 | 7 | -0.6 | -2 | 2 | 3 |
| CCOC(=O)N1CCC(NC(=O)C2CCN(S(=O)(=O)c3c(C)noc3C)CC2)CC1 | -13 | 1.1 | -15 | 0 | -8 | 0.7 | -4 | 1 | 13 |
| NC(=O)c1cccc(-c2ccnc3c2CC(C(=O)Nc2ccc(Cl)cc2)O3)c1 (stereo not drawn) | 5 | . | . | . | 8 | . | 0 | -2 | 7 |
| CC(=O)Nc1nonc1NC(C)=O | -11 | 0.6 | -11 | -20 | 9 | 0.6 | -1 | 5 | 4 |
| CC(=O)c1c(O)cc2c3c1OC(C)(C)C1CCC(C)(CC31)O2 (stereo not drawn) | 12 | . | . | . | 52* | . | -7 | -17 | 8 |
| O=C(Nc1cccc2ccccc12)C1CCN(C(=O)Cc2ccccc2)CC1 | 8 | 1.6 | -21 | -8 | 3 | 3.3 | -3 | 1 | 6 |
| CCNc1nc(NC(C)(C)C)nc(SCC(N)=O)n1 | -2 | -0.7 | 12 | -4 | 2 | 0.7 | -6 | 0 | 5 |
| CCN(C(=O)CSC1=Nc2ccccc2C2CC=NN12)C1CCS(=O)(=O)C1 (stereo not drawn) | -9 | -0.1 | -4 | -11 | 17 | -0.7 | -3 | 9 | 12 |
| C[C@H]1CN([C@@H](C)CO)C(=O)CCCn2cc(nn2)CO[C@@H]1CN(C)S(C)(=O)=O | -13 | . | . | . | -4 | . | 1 | 3 | 4 |
| COc1ccc(CCNC(=O)C/C(C)=N/NC(=O)C2CCCCC2)cc1OC | -2 | -2.4 | -28 | -7 | -19 | 0.0 | -1 | 3 | 1 |
| C#Cc1ccc([C@@H]2C=C(C(=O)NCc3ccccc3)O[C@H](OCC)[C@H]2CCCO)cc1 | 5 | 12 | -14 | -19 | 26 | 9.0 | 8 | -1 | 28 |
| CC(=O)Nc1ccc(S(=O)(=O)N2CCN(Cc3ccccc3[N+](=O)[O-])CC2)cc1 | 0 | 6.8 | -9 | -14 | 16 | 7.1 | -4 | -1 | 4 |

An excerpt of these results, with two lines to a compound:
Sequence of screens – CHRM1 antagonist, OXTR agonist, CHO parental Ca, OXTR potentiator, TAAR1 antag, V1R ag counter, M1 ag, CHRM1 PAM, TAAR1 ag
CCOC(=O)C1=NNC2(c3ccc(C)cc3)C(=O)N(c3ccc(Cl)cc3)C(=O)C12 (stereo not drawn)
 : -8, -0.3, -21, 1, -21, 0.5, -10, 10, 2
CCC(=O)Nc1cccc(NC(=O)CSc2nnnn2Cc2ccccc2)c1
 : -13, -1.1, -33, -12, -4, 1.0, 3, 5, 5

One compound at a time (already shown):
Shown for `O=C(Nc1cccc2ccccc12)C1CCN(C(=O)Cc2ccccc2)CC1` → CHRM1 antagonist: 8; OXTR agonist: 1.6; CHO parental Ca: -21; OXTR potentiator: -8; TAAR1 antag: 3; V1R ag counter: 3.3; M1 ag: -3; CHRM1 PAM: 1; TAAR1 ag: 6
Shown for `C[C@H]1CN([C@@H](C)CO)C(=O)CCCn2cc(nn2)CO[C@@H]1CN(C)S(C)(=O)=O` → CHRM1 antagonist: -13; OXTR agonist: .; CHO parental Ca: .; OXTR potentiator: .; TAAR1 antag: -4; V1R ag counter: .; M1 ag: 1; CHRM1 PAM: 3; TAAR1 ag: 4

An excerpt of these results, with two lines to a compound:
Below each compound: CHRM1 antagonist	OXTR agonist	CHO parental Ca	OXTR potentiator	TAAR1 antag	V1R ag counter	M1 ag	CHRM1 PAM	TAAR1 ag
CCCC[n+]1ccn(C2=C([O-])c3ccccc3C(=O)/C2=N\S(=O)(=O)c2ccc(Br)cc2)c1
  7	0.0	-15	2	-15	0.2	-11	-12	2
CNc1cnn(-c2ccc(C)cc2)c(=O)c1Sc1ccc(C)cc1
  2	-2.6	-14	0	-4	-0.3	-4	1	12
CC(=O)N1c2ccc(S(=O)(=O)N3CCCCC3)cc2CC1C(=O)Nc1cccc(C)c1 (stereo not drawn)
  -3	3.2	-12	-9	-8	4.8	-2	1	9
